Bioassay records from PubChem.
EBI2 block – antagonists of human EBI2 receptor; EBI2 beta-arrestin recruitment, luminescence, 7a,25-OHC stimulated; inhibition, % at 5 µM; 360,000 tested, 0.81% active; AID 651636; in the data active means inhibition above about 38%;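 further: enzyme fragment complementation signal reports receptor beta-arrestin coupling in cells; 0% = agonist plus DMSO wells and 100% = wells without agonist; some results beyond the cut were filed as inactive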
Target sequence (P32249 whole entry, looked up, the tested form may be a part): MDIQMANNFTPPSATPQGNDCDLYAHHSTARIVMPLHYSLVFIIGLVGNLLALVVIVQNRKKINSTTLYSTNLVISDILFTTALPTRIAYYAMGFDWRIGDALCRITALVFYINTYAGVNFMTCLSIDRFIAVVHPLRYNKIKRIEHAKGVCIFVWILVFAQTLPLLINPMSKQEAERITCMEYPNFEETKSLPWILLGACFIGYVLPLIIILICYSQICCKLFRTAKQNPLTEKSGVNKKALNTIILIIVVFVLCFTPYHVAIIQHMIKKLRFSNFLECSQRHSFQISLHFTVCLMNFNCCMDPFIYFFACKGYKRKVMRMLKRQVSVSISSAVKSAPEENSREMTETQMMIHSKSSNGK
CXCR6 block – blocks human CXCR6 beta-arrestin recruitment; O00574; CHO-K1 PathHunter CXCR6 beta-arrestin, luminescence; inhibition, % at 20 µM; 360,000 tested, 0.36% active; in the data active means inhibition above about 34%, passing the limit was not always enough;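 further: antagonist mode with CXCL16 agonist at 10 nM final; 0% = 10 nM CXCL16 with DMSO and 100% = unstimulated wells without agonist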
Target sequence (O00574 whole entry, looked up): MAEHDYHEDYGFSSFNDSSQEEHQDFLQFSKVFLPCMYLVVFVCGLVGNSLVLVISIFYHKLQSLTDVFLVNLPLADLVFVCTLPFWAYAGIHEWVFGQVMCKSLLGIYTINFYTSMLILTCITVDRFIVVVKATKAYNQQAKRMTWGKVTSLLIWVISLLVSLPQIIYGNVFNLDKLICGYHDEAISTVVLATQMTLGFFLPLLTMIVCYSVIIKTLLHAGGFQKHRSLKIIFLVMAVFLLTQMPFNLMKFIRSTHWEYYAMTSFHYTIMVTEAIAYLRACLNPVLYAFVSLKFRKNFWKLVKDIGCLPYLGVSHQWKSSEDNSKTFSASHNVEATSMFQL
* marks the source's active call; other numbers are inactive results. This is a subset, so the mix of outcomes need not match the whole.

The line under a structure holds: EBI2 block, CXCR6 block
CC1(C(=O)Nc2ccc3c(c2)OCO3)CCN1C(=O)Cc1cccc2ccccc12 (stereo not given)
  6.1, 9.1
CCOC(=O)c1ccc(NC(=O)[C@@H]2CCC(=O)N2C2OC(=O)c3c2ccc(OC)c3OC)cc1 (stereo not given in full)
  0.2, 3.3
O=C(NC1CC1)c1cccc2c1C(=O)c1ccc(N3CCC(N4CCCCC4)CC3)cc1S2(=O)=O
  -2.4, -4.8
CCc1nc2c(OCc3ccccc3C)cccn2c1N(C)C(=O)C(C)C
  -0.9, -1.4
CC1(C(=O)NS(=O)(=O)c2ccc(F)cc2F)CCN1C(=O)c1ccc(C2CCCCC2)cc1 (stereo not given)
  -1.3, 0.9
O=C(OC1CC2CC1[C@H]1CCCCN1C2=O)N1CCOCC1 (stereo not given in full)
  -6.0, -7.5
CC1(C(=O)NS(=O)(=O)c2cccc(C#N)c2)CCN1C(=O)C1(c2ccccc2)CC1 (stereo not given)
  -2.8, -9.1
O=C(CC[C@H]1O[C@@H](n2ccc(=O)[nH]c2=O)[C@H](O)[C@@H]1O)NCc1cccc2ccccc12
  -8.5, -2.1
O=S(CC(O)c1ccccc1)c1ccccc1 (stereo not given)
  4.4, -10.7
CC(C)Nc1ncnc2c1ncn2[C@H]1CN(Cc2ccc(Cl)cc2)C[C@@H](CO)O1
  74.4*, 0.4
CCCC(=O)Nc1nnc(SCC(=O)Nc2ccc(OCC)cc2)s1
  1.4, 3.4
Cc1cccc(COC[C@H](Cc2ccccc2)N2CCN(C(=O)c3cccc(C)c3)CCC2=O)c1
  9.8, -0.4
O=C(Nc1ccc(Cl)cc1)c1nc[nH]c1C(=O)Nc1ccccc1F
  -57.1, 9.8
CC1(C(=O)NC2CCCC2)CCC(=O)N1CCOc1ccccc1 (stereo not given)
  -9.8, -5.8
CN(Cc1cnn(-c2ccc(F)cc2)c1)C(=O)[C@H]1O[C@@H](n2ccc(N)nc2=O)[C@H](O)[C@@H]1O
  -3.9, 1.1
CC(C)CC#Cc1ccc2c(c1)O[C@H](CN(C)C(=O)Cc1ccncc1)[C@H](C)CN([C@H](C)CO)S2(=O)=O
  19.7, 8.8
Cc1ccc(C(O)c2ncc(-c3ccc(Cl)cc3)[nH]2)cc1 (stereo not given)
  -3.3, -8.1
O=C1NC[C@H](CCCCN2C[C@H](Cc3ccc(O)cc3)N(Cc3ccccc3)C(=O)C2=O)N(CCc2ccccc2)C1=O
  -3.6, -8.1
COc1cc(C(O)c2nc(-c3ccncc3)cs2)ccc1F (stereo not given)
  9.9, -3.0
CC(C)(C)c1cc(NC(=O)C2(C)CCN2C(=O)C2(c3ccccc3)CCCC2)no1 (stereo not given)
  5.4, 9.0
CC(C)c1ccc(Nc2ncc3c(n2)CCN(C(=O)NC2CCCCC2)C3)cc1
  6.7, -1.5
CCOC(=O)c1ccc(S(=O)(=O)N2CCC(N3CCCCCC3)CC2)cc1
  -5.1, -1.5
CCC(c1nnnn1-c1ccc2c(c1)OCCO2)N1CCN(c2ccc(C(F)(F)F)cn2)CC1 (stereo not given)
  -0.2, -0.6
C=C1C(=O)[C@]23C[C@H]1CC[C@H]2[C@]1(C)[C@@H](OC(C)=O)CC[C@@](C)(C(=O)O)[C@H]1C[C@@H]3OC(C)=O
  6.3, -4.6
Cc1cc(=O)n(Cc2ccco2)c(=S)[nH]1
  -1.8, -0.7
CC1(C(=O)Nc2ccc3c(c2)OCO3)CCN1C(=O)CCc1cccs1 (stereo not given)
  -2.0, -3.3
Cc1cc(C)cc(CC(=O)N2CCC2(C)C(=O)NS(=O)(=O)c2ccccc2Cl)c1 (stereo not given)
  0.1, -9.7
O=C(NCc1ccccc1Cl)[C@H]1CCCN1C(=O)[C@H]1CCCN1
  -11.6, -7.7
CCOC(=O)[C@]12CCC=C1N(Cc1ccco1)C(=O)[C@H](CC(=O)N1CCC(c3ccccc3)CC1)C2
  0.9, 5.0
CCCNC(=O)c1cc(C2CCCCN2C(=O)c2cc(C(C)(C)C)nn2C)on1 (stereo not given)
  -2.2, -3.7
COc1ccc(C(C)(NC(C)=O)c2nc(-c3cncnc3)cs2)cc1 (stereo not given)
  -6.0, 2.9
C#CCN(C[C@@H]1[C@@H](OC(=O)NCc2ccccc2)[C@@H](OC(=O)NCc2ccccc2)CN(C(=O)OC(C)C)N1C(=O)OC(C)C)S(=O)(=O)c1ccc(C)cc1
  13.5, -6.5
Cc1cccc(-c2cnc(C(O)c3ccc(Cl)cc3C)[nH]2)c1 (stereo not given)
  -4.9, 4.3
O=C1NC[C@H](CCCCN2CCN(CCc3ccc(O)cc3)C(=O)C2=O)N(CCc2ccc(O)cc2)C1=O
  -7.4, 7.1
CCN(CC)C(=O)C1=C(C)N(CCCOC)C(=O)C(CC(=O)NCCCCc2ccccc2)C1 (stereo not given)
  -3.1, 1.7
COc1ccc(CN2CCC[C@]3(N[C@H](c4ccc(C(F)(F)F)cc4)[C@@H]4C(=O)N(C)C(=O)[C@@H]43)C2=O)cc1
  1.4, 0.3
CCOc1cc(N2CCOCC2)c(OCC)cc1NS(=O)(=O)c1ccc2c(c1)CC(=O)N2
  -23.8, -13.8
COCC1CCCCN1C(=O)c1cc(COc2ccc(C)c(C)c2)on1 (stereo not given)
  0.5, -2.9
CC1(C(=O)O)CCCN1C(=O)c1ccco1 (stereo not given)
  0.4, -5.2
CC(C)(C)c1ccc(C(=O)C2CC2)cc1
  6.6, -2.2
COc1ccc(S(=O)(=O)N(C)C[C@@H]2OCCCC[C@@H](C)Oc3ccc(NS(=O)(=O)c4cccs4)cc3C(=O)N([C@H](C)CO)C[C@@H]2C)cc1
  0.1, 3.1
CN1CCN(c2ccc(CNC(=O)c3ccc(-c4cnn(C)c4)c4ccoc34)cc2)CC1
  3.7, 9.2
C[C@@H]1CN([C@H](C)CO)C(=O)CCCn2nncc2CO[C@H]1CN(C)Cc1ccccc1C(F)(F)F
  -0.5, 6.1
COCCNc1ncnc2c1ncn2[C@H]1CN(Cc2ccc(-c3ccccc3)cc2)C[C@@H](CO)O1
  2.3, -12.1
CCOC1=C2CN(S(=O)(=O)c3ccc(C)cc3)[C@H](c3ccccc3)C[C@@H]2N(S(=O)(=O)c2ccc(C)cc2)[C@H](c2cccs2)C1
  -11.2, 0.0
CC1(C(=O)NCc2ccccc2)CCC(=O)N1C1CC1 (stereo not given)
  0.2, -6.3
CC(=O)N1C[C@H]2CON(C)[C@H]2C[C@H]1c1cccc(-c2ccc(C#N)cc2)c1
  0.3, -3.0
O=C(CCN1C(=O)CC1c1ccco1)N1CCOCC1 (stereo not given)
  -1.9, -5.2
CC(C)NC(=O)C1(C)CCCN1C(=O)c1ccccc1Br (stereo not given)
  -10.4, -5.6
CC(C)(C)c1ccc(CC(=O)N2CCC2(C)C(=O)NS(=O)(=O)c2ccccc2Cl)cc1 (stereo not given)
  -4.1, 0.1
Nc1ccn([C@@H]2O[C@H](CNS(=O)(=O)c3cc4ccccc4s3)[C@@H](O)[C@H]2O)c(=O)n1
  -2.3, -8.1
CCCN(C)C[C@H]1Oc2ncc(Br)cc2C(=O)N([C@@H](C)CO)C[C@@H]1C
  -9.2, -10.6
COc1ccc(C(C)(O)c2nc(-c3ccc(S(C)(=O)=O)cc3)cs2)cc1 (stereo not given)
  -8.7, -0.2
COC(=O)c1ccc2nc(-c3ccco3)c(Cc3ccc(C)cc3)n2c1
  19.6, 9.2
CC(CN1CC(=O)NC(=O)C1)N1CC(=O)NC(=O)C1 (stereo not given)
  -4.1, -2.6
COc1ccccc1NS(=O)(=O)c1cc(N/C(=N/S(=O)(=O)c2ccccc2)c2ccc(F)cc2)ccc1Cl
  6.5, 2.9
COc1ccc(NC(=O)C2(C)CCN2CCOc2ccc(C)cc2)cc1OC (stereo not given)
  5.0, -3.2
CC1(Cc2ccc(Cl)cc2)C(=O)Nc2c(Cl)ccc(Cl)c21 (stereo not given)
  15.2, 10.2
C[C@H](CO)N1C[C@H](C)[C@H](CN(C)C(=O)Cc2cccnc2)Oc2ncc(Br)cc2C1=O
  -5.7, 3.3
O=C(NCc1ccccc1)c1cc(C2CCCCN2S(=O)(=O)c2cccs2)on1 (stereo not given)
  5.2, 0.3

Next records follow:
The line under a structure holds: EBI2 block, CXCR6 block
CC(C)(C)c1cc(CNC(=O)C2CCC(=O)N(Cc3ccccc3F)C2)[nH]n1 (stereo not given)
  -14.7, 2.4
O=c1[nH]c(SCCc2ccccc2)nc2c1CCC2
  -5.4, -1.7
Cc1cc(=O)oc2cc(OC(C)C(=O)N3CCOCC3)c(Cl)cc12 (stereo not given)
  -11.9, -3.0
O=C(CSc1ccccc1)NC1CC1
  -0.2, 1.8
Cc1ccc(S(=O)(=O)N2C[C@H]3C(=O)C[C@@H](c4cccc5ccccc45)N(S(=O)(=O)c4ccc(C)cc4)[C@H]3C[C@H]2c2ccc(Cl)cc2)cc1
  9.5, 2.0
CN(CC(=O)Nc1cccc(Cl)c1)S(=O)(=O)/C=C/c1ccccc1
  25.9, -0.3
O=C(NCCc1ccccc1)c1ccc(-c2cccnc2)c2ccoc12
  10.3, 2.3
CCOC(=O)Nc1cc(OC)cc2ccc(C)nc12
  -2.2, -0.5
Nc1nc(N)nc(-c2cccc([N+](=O)[O-])c2)n1
  -3.8, 6.8
COc1cc2oc(=O)cc(CN3CCOCC3)c2cc1Cl
  -3.1, -3.1
CC(C)NC(=O)C1(C)CCN1C(=O)C/C=C/c1ccccc1 (stereo not given)
  6.3, -6.3
O=S1(=O)CCN(C2CCCCCCCCCCC2)CC1
  19.8, -11.2
C[C@@H]1CN([C@H](C)CO)C(=O)CCCn2cc(nn2)CO[C@H]1CN(C)S(=O)(=O)c1ccc(-n2cccn2)cc1
  -9.1, -2.4
CCN(CC)CCN1CCN(c2cnc(C)cn2)CC1
  -10.8, -15.1
COc1cccc(S(=O)(=O)N(C)C[C@@H]2Oc3cc(Br)ccc3S(=O)(=O)N([C@@H](C)CO)C[C@@H]2C)c1
  -1.7, -0.5
CCOC(=O)N1CCN(C(=O)C[C@@H]2C[C@@]3(C(=O)OC)CCCCC=C3N(Cc3cccc4ccccc34)C2=O)CC1
  -3.8, 6.3
CCN(CC)C(=O)C1=C(C)N(Cc2ccc(C(C)(C)C)cc2)C(=O)C(CC(=O)NC2CCCCC2)C1 (stereo not given)
  1.8, 1.5
Cc1ccc([C@H]2N[C@]3(CCCN(Cc4ccccc4)C3=O)[C@H]3C(=O)N(Cc4ccccc4)C(=O)[C@@H]23)cc1
  0.2, 3.3
COCCN1C(=O)CCC1(C)C(=O)NC1CCCC1 (stereo not given)
  -6.4, -5.8
Cc1ccc(S(=O)(=O)NC(=O)C2(C)CCN2C(=O)Cc2cc(F)ccc2F)nc1 (stereo not given)
  -1.9, 2.2
COc1ccc2ccc(OC)c(/C=N/NC(=O)c3cc4ccccc4o3)c2c1
  30.8, 1.0
CC(C)CNC(=O)C1(C)CCCN1C(=O)c1ccncc1 (stereo not given)
  4.3, -0.8
Cc1ccc(S(=O)(=O)N2CCN(C(=O)c3cc(C4CC4)nn3-c3ccccc3)CC2)cc1
  0.7, 4.0
CN(Cc1ccccc1)C(c1cc2ccccc2o1)c1nnnn1C(C)(C)C (stereo not given)
  19.9, 1.2
Cc1ccccc1S(=O)(=O)NC(=O)C1(C)CCN1C(=O)c1cccc2ccccc12 (stereo not given)
  -11.9, -0.8
C=CCN(CC=C)Cc1cc(=O)oc2cc(OC)ccc12
  13.5, 3.9
CCCCN(CCCC)Cc1cc(=O)oc2cc(C)cc(C)c12
  1.4, 0.8
COc1ccc(-c2ccc(CN3C(C)C(=O)N(Cc4cn(CCC5OCCCO5)nn4)CCS3(=O)=O)cc2)cc1 (stereo not given)
  2.9, -3.6
CCN1CCCC1CNC(=O)c1ccc2c(c1)NC(=O)/C(=C\c1ccccc1F)S2 (stereo not given)
  -9.6, -3.2
O=C(/C=C/[C@H]1O[C@@H](n2ccc(=O)[nH]c2=O)[C@H](O)[C@@H]1O)NCC1CCCO1 (stereo not given in full)
  2.3, 0.8

Profiles, quoted from the list. Order of values: EBI2 block, CXCR6 block
CC(C)CNC(=O)C1(C)CCCN1C(=O)c1ccncc1 (stereo not given) across the screens: 4.3, -0.8
C=CCN(CC=C)Cc1cc(=O)oc2cc(OC)ccc12 across the screens: 13.5, 3.9

(continued)
The line under a structure holds: EBI2 block, CXCR6 block
CCN(CC)CCN(C)C(=O)c1[nH]c(C(F)(F)F)nc1-c1ccccc1
  -8.1, 1.2
Clc1ccc2nc(-c3ccco3)c(Cc3ccccc3)n2c1
  1.0, -6.4
CC(=O)NCCNc1nc2cc(-c3ccccc3)sc2c(=O)n1C
  -1.7, -2.5
O=C(NCc1cccnc1)c1csc([C@@H]2C[C@H](O)[C@@H](CO)O2)n1
  -3.3, -6.1
C[C@H]1CN([C@@H](C)CO)C(=O)CCCn2cc(nn2)CO[C@@H]1CN(C)C(=O)Nc1ccnc(N2CCOCC2)c1
  -4.7, -10.6
Cc1cc(C)c2cc(C#N)c(NCCCN)nc2c1
  3.1, 5.7
Cc1cccc(S(=O)(=O)NC(=O)C2(C)CCN2C(=O)CCc2ccccc2)c1 (stereo not given)
  -16.8, -9.2
O=C(CC1c2cc(F)ccc2C=C(c2ccsc2)N1c1ccc(C#CCCO)cc1)c1ccco1 (stereo not given)
  1.9, -7.6
CCNC(=O)C1(C)CCCN(C(=O)c2cc(-c3ccccc3)cs2)C1 (stereo not given)
  -0.6, 2.3
COc1cccc(C#CC2=CC(=O)CC(C)(C)C2)c1
  5.1, 2.6
Cc1cnc(CNC(=O)c2csc(COCCO)n2)cn1
  1.9, -5.1
COc1ccc(-n2nnnc2CNC(=O)C2CC(=O)N(c3ccc(F)cc3)C2)cc1 (stereo not given)
  0.4, 3.7
Cc1cc2c3ccccc3[nH]c(=O)n2n1
  -2.4, -4.2
